From PubChem
M1 ag: activates the M1 muscarinic receptor | B-score at 10 µM | 64,000 compounds, 3% hits | AID 626 | CHO-M1 cells, Fluo-4 calcium fluorescence, agonist mode; hits give high values;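 active means fluorescence rise, raw or as B-score row- and column-corrected plate score, outside the 99.7% band of its plate's samples, either direction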
Ec RNAP inh: blocks E. coli RNA polymerase transcription | P0A8V2 | fluorescence transcription assay | inhibition, %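 (tested at 10 µM)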 | 62,000 compounds, 0.2% hits; in the data active means inhibition above about 20%;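 further: 0% = enzyme without compound and 100% = no enzyme blank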
D1 mod: allosterically modulates the human D1 dopamine receptor; AID 641; HEK293 D1, CRE-luciferase, dopamine EC30 potentiation; actives deviate in either direction; 58,000 compounds, 5.9% hits; B-score at 10 µM; P21728;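 active means luminescence count or its row- and column-corrected plate score outside the 99.7% band of the plate's sample wells, on either side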
Her2 expr inh: Her2 kinase expression inhibition; HER2 level % of control, % at 10 µM; P04626; 65,000 compounds, 0.69% hits; SKBR-3 HER2 protein level, AlphaScreen, 18-24 h; hits give low values;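 active means HER2 level under 5% of the carrier-only control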;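 further: 100% = DMSO carrier and 0% = 500 nM PU-H71 HSP90 inhibitor; lower value means stronger loss of Her2 protein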
Target sequence (P04626 whole entry, looked up): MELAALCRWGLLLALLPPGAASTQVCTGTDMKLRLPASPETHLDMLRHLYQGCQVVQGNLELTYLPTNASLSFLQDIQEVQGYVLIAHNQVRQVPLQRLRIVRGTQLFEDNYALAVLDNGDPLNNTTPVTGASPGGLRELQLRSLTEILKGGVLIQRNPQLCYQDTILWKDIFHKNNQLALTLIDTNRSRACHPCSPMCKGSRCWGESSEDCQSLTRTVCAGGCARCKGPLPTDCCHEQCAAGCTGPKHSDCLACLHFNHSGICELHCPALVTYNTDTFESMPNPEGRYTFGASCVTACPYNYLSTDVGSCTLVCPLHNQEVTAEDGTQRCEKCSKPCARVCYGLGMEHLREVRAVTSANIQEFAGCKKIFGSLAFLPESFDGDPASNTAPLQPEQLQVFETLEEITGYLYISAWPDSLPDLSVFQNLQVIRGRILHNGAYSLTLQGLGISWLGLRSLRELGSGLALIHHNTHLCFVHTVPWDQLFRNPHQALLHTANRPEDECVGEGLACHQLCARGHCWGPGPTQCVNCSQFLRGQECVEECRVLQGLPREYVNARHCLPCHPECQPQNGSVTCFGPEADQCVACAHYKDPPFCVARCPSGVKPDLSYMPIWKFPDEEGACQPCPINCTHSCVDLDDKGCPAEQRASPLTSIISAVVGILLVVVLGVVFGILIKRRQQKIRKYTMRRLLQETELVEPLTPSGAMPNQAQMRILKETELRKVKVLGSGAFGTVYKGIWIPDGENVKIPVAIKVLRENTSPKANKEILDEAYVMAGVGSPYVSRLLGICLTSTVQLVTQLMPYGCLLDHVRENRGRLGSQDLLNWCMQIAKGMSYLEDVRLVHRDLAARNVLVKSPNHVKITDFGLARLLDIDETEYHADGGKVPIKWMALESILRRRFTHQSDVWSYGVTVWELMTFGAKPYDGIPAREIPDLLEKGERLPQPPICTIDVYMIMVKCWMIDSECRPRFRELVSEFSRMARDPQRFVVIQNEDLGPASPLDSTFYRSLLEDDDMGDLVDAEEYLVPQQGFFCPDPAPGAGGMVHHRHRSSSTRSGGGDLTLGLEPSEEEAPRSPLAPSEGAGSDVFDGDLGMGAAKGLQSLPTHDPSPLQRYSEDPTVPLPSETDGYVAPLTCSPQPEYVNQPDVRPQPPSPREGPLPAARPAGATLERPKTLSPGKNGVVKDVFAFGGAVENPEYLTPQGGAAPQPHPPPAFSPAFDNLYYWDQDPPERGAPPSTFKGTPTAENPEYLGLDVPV
HTR1A agonist: agonists of human 5-HT1a serotonin receptor; CHO 5-HT1a Ga15 NFAT-bla reporter, FRET ratio; 0% basal, 100% maximal reference agonist; activation, % at 10 µM; 65,000 compounds, 0.56% hits; AID 567;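 active means activation above the screen-wide mean activation plus 3 SD, cut at about 19% in these data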;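 further: 0% = DMSO wells and 100% = 5-CT at EC100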
Autofluor 339: intrinsic fluorescence of library compounds, ex339/em460 – biochemical, MLSMR library, data from DPM-DC assay, artefact control, profiling panel; AID 709; fluorescence fold increase at 10 µM; 65,000 compounds, 5.5% hits; compound autofluorescence, ex339/em460 nm, NADH buffer; hits give high values; 1 = no-compound wells, NADH background;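 active means at 10 µM, mean starting fluorescence two-fold or more over control wells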;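 further: signal is the first read of a kinetic run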
M1 antag: blocks the rat M1 muscarinic receptor response to acetylcholine | P08482 | CHO-M1 cells, Fluo-4 calcium, ACh EC80 antagonist mode; hits give low values | B-score at 10 µM | 64,000 compounds, 3.4% hits | AID 628;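 active means calcium fluorescence response, raw or row-and-column corrected B-score, differing from the plate sample mean either way at a set confidence level, mostly lower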
Hsp90 inh: displaces geldanamycin probe from tumor Hsp90; 64,000 compounds, 0.35% hits; NCI-N417 lysate Hsp90, Cy3B-geldanamycin FP displacement; P07900; inhibition, % at 30 µM;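 active means inhibition above 50%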;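 further: 0% = tracer plus lysate wells and 100% = tracer alone without lysate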
NADH coupling: inhibition of NAD/NADH coupling enzymes, library profiling. 65,000 compounds, 0.02% hits. IC50, µM (highest dose often 10 µM), for inactives: top-dose inhibition. coupled PK/LDH NADH assays, four targets;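 active means single-dose screening hits from any of four coupled enzyme assays that gave an IC50 when retested across doses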;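 further: the DPM-DC format reads NADH fluorescence rather than 340 nm absorbance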
The depositor's hits bear a star; nt = not tested or not shown; [ ] = another dose, or the depositor's remark.

[1] COC(=O)CN1C(=O)C2(C(C#N)=C(N)Oc3n[nH]c(-c4cccs4)c32)c2ccccc21 (centres undefined)
[2] CCCCNC(=O)c1cc(-c2ccc(F)cc2)on1
[3] Cc1sc2nc(SCC(=O)N3CCCCC3)[nH]c(=O)c2c1C
[4] CN1CCN(C(=O)Nc2cccc3ccccc23)CC1
[5] CC(C)C(c1nnnn1Cc1ccccc1)N1CCC(C(N)=O)CC1 (centres undefined)
[6] COC(=O)Nc1ncc(CN2C(=O)c3ccccc3C2=O)s1
screen / no.	1	2	3	4	5	6
M1 ag	-0.73	0.52	-0.99	1	0.78	0.17
Ec RNAP inh	-5	0	nt	0	9	-7
D1 mod	1.1	-1.4	2.1	0.92	0.73	3.2*
Her2 expr inh	111	66	79	99	90	63
HTR1A agonist	-0.7	-4.4	-3.5	-1.1	-1.7	-1.6
Autofluor 339	1.1	1.1	1.1	2.1*	1.4	1.1
M1 antag	1.1	-0.043	-0.28	0.35	-0.00026	0.36
Hsp90 inh	-4	-2	-5	-4	-5	-2
NADH coupling	1%	3%	5%	1%[fluoresces]	7%	6%

The final 4 records of the section before come first, to join the parts:
[3] Cc1sc2nc(SCC(=O)N3CCCCC3)[nH]c(=O)c2c1C
[4] CN1CCN(C(=O)Nc2cccc3ccccc23)CC1
[5] CC(C)C(c1nnnn1Cc1ccccc1)N1CCC(C(N)=O)CC1 (centres undefined)
[6] COC(=O)Nc1ncc(CN2C(=O)c3ccccc3C2=O)s1
[7] O=C(CSc1nnc(CNc2ccc(Cl)cc2)o1)Nc1nc2ccccc2s1
[8] Cc1cc(=O)oc2c1c(C)nn2-c1ccc(C(=O)OC(C)C)cc1
[9] COc1ccccc1C(=O)N(CN1CCCC1=O)c1cccc(Cl)c1
[10] CC(C)CCn1c(N2CCOCC2)nc2c1c(=O)n(CC(N)=O)c(=O)n2C
[11] COc1cc2c(cc1OC)CN(Cc1cc(=O)n3cc(C)ccc3n1)CC2
[12] O=C(c1cccc(Cl)c1)N1CCN(Cc2ccncc2)CC1
screen / no.	3	4	5	6	7	8	9	10	11	12
M1 ag	-0.99	1	0.78	0.17	0.13	-0.44	0.14	0.32	-0.64	0.28
Ec RNAP inh	nt	0	9	-7	2	5	4	7	-3	8
D1 mod	2.1	0.92	0.73	3.2*	-0.47	-0.27	0.0039	-0.6	0.27	0.37
Her2 expr inh	79	99	90	63	80	108	90	112	81	105
HTR1A agonist	-3.5	-1.1	-1.7	-1.6	-0.3	-0.1	0.7	1.2	-2.2	-0.7
Autofluor 339	1.1	2.1*	1.4	1.1	1.1	1	1.1	1.1	2.3*	1.1
M1 antag	-0.28	0.35	-0.00026	0.36	1.3	0.3	0.35	0.25	-1.4	1.8
Hsp90 inh	-5	-4	-5	-2	0	-5	0	0	-6	-2
NADH coupling	5%	1%[fluoresces]	7%	6%	4%	1%	2%	5%	10%	5%

[13] O=S(=O)(c1ccc(F)cc1)N1CN(Cc2ccco2)c2nc3ccccc3nc21
[14] N#Cc1nc(N2CCOCC2)nc(N2CCOCC2)n1
[15] O=C(NCCc1ccccc1)C1CCCN(S(=O)(=O)c2cccc3nonc23)C1 (centres undefined)
[16] CCS(=O)(=O)N1CCCC(C(=O)NCCc2ccc(OC)c(OC)c2)C1 (centres undefined)
[17] COc1ccc(N2CCN(CCNC(=O)CCS(=O)(=O)c3cccc4nsnc34)CC2)cc1
[18] CC12CCC(C(=O)NCc3ccc4c(c3)OCO4)(CC1=O)C2(C)C (centres undefined)
screen / no.	13	14	15	16	17	18
M1 ag	0.031	0.05	-0.81	-0.67	0.42	0.75
Ec RNAP inh	0	2	8	0	-13	2
D1 mod	nt	5.1*	-0.0098	-0.076	0.038	-0.0036
Her2 expr inh	nt	84	87	97	111	96
HTR1A agonist	0.7	-2.9	-0.4	-4.0	-0.8	1.1
Autofluor 339	nt	1.1	1.1	1.1	1	1.1
M1 antag	0.023	-0.24	0.48	0.0041	-0.23	-0.33
Hsp90 inh	nt	-1	-5	2	-7	1
NADH coupling	nt	2%	5%	2%	0%	2%

[19] Cc1ccc(S(=O)(=O)C2(C(=O)O)CCCC2)cc1C
[20] Cc1ccc(S(=O)(=O)Nc2c(C)n(C)n(-c3ccccc3)c2=O)cc1C(=O)NCc1ccccn1
[21] Cc1ccc(Cn2c(=O)c3c(nc4n3CCN4Cc3ccco3)n(C)c2=O)cc1
[22] Cn1c(SCc2ccc(F)cc2)nnc1-c1cccs1
[23] Cc1ccc(S(=O)(=O)NCCNC(=O)CN2CCCC2)cc1
[24] Cc1[nH]n(-c2ccccc2)c(=O)c1S(=O)(=O)c1ccccc1
screen / no.	19	20	21	22	23	24
M1 ag	-0.47	0.62	-0.36	0.34	0.37	-0.75
Ec RNAP inh	10	5	1	5	1	3
D1 mod	0.037	-0.13	1.5	-0.54	-0.066	4.1*
Her2 expr inh	63	87	68	100	76	73
HTR1A agonist	0.7	-2.1	-2.4	-3.1	-3.3	-0.6
Autofluor 339	1.1	1.1	1.1	1.1	1.1	1.1
M1 antag	-0.2	-0.11	-2.5	-0.027	0.84	0.77
Hsp90 inh	0	-2	1	-10	0	nt
NADH coupling	5%	7%	5%	4%	3%	4%

[25] COCCNC(=O)CC(NS(=O)(=O)c1ccc(C)cc1)c1ccco1 (centres undefined)
[26] COCc1cc(C)nc(Nc2cc(C)ccc2C)c1C#N
[27] O=C(CCc1ccc(S(=O)(=O)N2CCOCC2)cc1)NCCCN1CCCC1=O
[28] COc1ccc(-c2cn3c(C)c(C(=O)N4CCCc5ccccc54)sc3n2)cc1
[29] Cc1ccc(NC(=O)Cn2nnc(C(=O)NCc3ccccc3)c2N)cc1C
[30] CCc1c(C)sc(NC(=O)c2cc(C)no2)c1C#N
screen / no.	25	26	27	28	29	30
M1 ag	-0.89	0.009	-0.082	0.041	1.6	0.54
Ec RNAP inh	2	7	6	8	-1	-1
D1 mod	0.68	0.084	-0.12	0.014	0.7	0.37
Her2 expr inh	66	74	127	42	108	96
HTR1A agonist	-1.1	-2.4	-1.6	0.4	-0.2	-5.0
Autofluor 339	1.1	1.3	1	1.1	1.1	1.1
M1 antag	0.34	-0.4	0.36	0.011	-0.42	-1.9
Hsp90 inh	-2	-3	-4	1	-2	-3
NADH coupling	0%	3%	6%	2%	0%	2%

Individual results from the results shown:
Entry for O=C(CCc1ccc(S(=O)(=O)N2CCOCC2)cc1)NCCCN1CCCC1=O in M1 antag: 0.36
Entry for CN1CCN(C(=O)Nc2cccc3ccccc23)CC1 in HTR1A agonist: -1.1

Continuation:
[31] COCCn1c(=O)[nH]c2cc(C(=O)NCCCN3CCN(c4ccc(F)cc4)CC3)ccc2c1=O
[32] COc1ccc(OC)c(NS(=O)(=O)c2ccc(NC(=O)C3COc4ccccc4O3)cc2)c1 (centres undefined)
[33] Cc1nnc(SCc2ccc(C(=O)c3ccc(Cl)cc3)o2)n1-c1ccccc1
[34] COc1ccc(C(=O)COc2ccc(NC(C)=O)cc2)cc1
[35] CCS(=O)(=O)NCCc1csc(-c2cccnc2)n1
[36] COc1ccc2c(=O)c3c(=O)n(Cc4ccco4)c(-c4cc(OC)c(OC)c(OC)c4)nc3oc2c1
screen / no.	31	32	33	34	35	36
M1 ag	0.16	-0.21	1.1	-0.19	-0.57	-0.15
Ec RNAP inh	1	1	nt	8	2	6
D1 mod	-4.4*	0.42	-0.57	-0.47	nt	0.29
Her2 expr inh	63	77	61	nt	102	15
HTR1A agonist	7.4	nt	0.8	-0.4	-6.4	-1.7
Autofluor 339	1.4	1.1	1.1	1.1	1.1	1.1
M1 antag	-0.73	-0.2	-0.92	0.05	-0.28	-0.078
Hsp90 inh	-10	nt	1	-10	-1	-1
NADH coupling	2%	2%	1%	10%	1%	3%

[37] CC(CCc1ccco1)NC(=O)Cn1ncc2c(=O)oc3ccccc3c21 (centres undefined)
[38] O=C(NCc1ccco1)C(c1ccc(F)cc1)N(Cc1cccnc1)C(=O)Cn1nnc2ccccc21 (centres undefined)
[39] COc1cccc(Cn2nnc(C(=O)NCc3ccc(F)cc3)c2N)c1
[40] CCc1cc(=O)oc2cc(OCc3nn[nH]n3)ccc12
[41] CC(=O)Nc1ccc(S(=O)(=O)N2CCSC2c2ccccc2)cc1 (centres undefined)
[42] Cc1ccc(C)c(C(=O)CSc2n[nH]c(C(C)C)n2)c1
screen / no.	37	38	39	40	41	42
M1 ag	0.81	-0.32	-1.4	0.3	0.23	-0.51
Ec RNAP inh	10	9	9	6	5	10
D1 mod	nt	1.2	1.3	-0.66	-0.15	-6*
Her2 expr inh	74	110	77	85	132	84
HTR1A agonist	1.7	-2.1	1.9	-1.9	-1.3	0.0
Autofluor 339	1.1	1.1	1	3*	1	1
M1 antag	-0.017	0.033	-0.42	0.46	0.096	0.47
Hsp90 inh	-3	-2	1	-13	0	-2
NADH coupling	1%	6%	1%	11%	3%	4%

[43] Cc1[nH]c2ccccc2c1C(=O)CN1CCN(C2CCCCC2)CC1
[44] CCCOc1c(OC)cccc1C1CC(=O)Nc2cc3c(cc21)OCO3 (centres undefined)
[45] c1ccc(-c2cc(CSc3nc4ccccc4[nH]3)on2)cc1
[46] CCC(=O)N1CCc2cc(S(=O)(=O)N3CCN(C(=O)c4ccco4)CC3)ccc21
[47] CCc1n[nH]c(=O)n1Cn1c(CC)n[nH]c1=O
[48] COc1ccc(CN(CC(=O)NCC2CCCO2)C(=O)CCC(=O)Nc2cc(C)on2)cc1 (centres undefined)
screen / no.	43	44	45	46	47	48
M1 ag	1.2	0	0.16	2.6	0.028	-0.59
Ec RNAP inh	8	5	10	8	8	-12
D1 mod	-2.3	0.84	-2.3	1.5	-0.75	-0.59
Her2 expr inh	109	nt	nt	56	53	114
HTR1A agonist	-0.5	0.1	-0.1	-0.3	-3.3	0.8
Autofluor 339	1.1	1.1	1	1.1	1.2	1
M1 antag	-0.28	0.24	0.61	-0.029	0.31	-0.0016
Hsp90 inh	-7	-6	-6	1	1	0
NADH coupling	4%	3%	2%	2%	0%	3%

[49] COC(=O)c1cc(OC)c(OCc2cc(C(=O)OC)oc2C)c(OC)c1
[50] CCOC(=O)c1ccc(Cn2cnc3ccccc3c2=O)cc1
[51] O=c1cc(-c2ccccc2)nc(N2CCN(Cc3ccc4c(c3)OCO4)CC2)[nH]1
[52] COc1ccc(C(=O)N2CCN(Cc3cc(OC)c(O)c(OC)c3)CC2)cc1OC
[53] O=C(NCCc1ccc(Cl)cc1)c1ncn[nH]1
[54] CCOC(=O)c1cn(CC(=O)Nc2ccc3c(c2)OCCO3)nn1
[55] Cc1cc(=O)oc2ccc(OCC(=O)N3CCc4ccccc43)cc12
[56] Cn1c(C(C#N)C(=O)c2sc3ccccc3c2Cl)nc2ccccc21 (centres undefined)
[57] COc1ccc(/C=N/n2c(SC)nnc2-c2ccccc2)cc1C
screen / no.	49	50	51	52	53	54	55	56	57
M1 ag	-0.83	0.44	-0.5	0.38	nt	-0.21	1.6	-0.56	-0.19
Ec RNAP inh	6	6	7	nt	4	5	12	7	0
D1 mod	nt	2.1	0.25	-0.52	1.2	0.57	nt	0.054	16*
Her2 expr inh	89	94	49	109	108	106	126	77	121
HTR1A agonist	-3.3	-0.9	2.0	-1.6	-1.4	0.4	-0.5	-1.6	1.9
Autofluor 339	1	1.1	1.1	1.1	1.1	1.1	1.2	1.1	1
M1 antag	-0.0062	0.37	0.14	-0.042	nt	0.77	-0.51	0.53	-0.081
Hsp90 inh	0	-4	-4	2	-2	0	-1	2	-3
NADH coupling	2%	1%	4%	4%	10%	1%	1%	3%	3%

Compounds were not picked by outcome, and some 16% of all compounds hit somewhere here.
